Bioassay records (PubChem BioAssay)
Kir21 inh: blocks the mouse Kir2.1 inward-rectifier potassium channel. B-score at 10 µM. HEK293-Kir2.1, FluxOR thallium flux fluorescence; active compounds read low. 310,000 compounds, 0.85% hits. AID 1672. P35561;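 active = fluorescence ratio B-score at or below minus 3 SD of library scores, with starting-brightness B-score within 2 SD, cut at about -4.2 in these data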;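 also: channel flux triggered by added potassium and thallium sulfate stimulus; B-score of peak minus minimum fluorescence over baseline after thallium stimulus; more negative B-score means stronger Kir2.1 block with less thallium influx; some compounds called inactive have numbers as strong as hits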
Target sequence (P35561 whole entry, looked up): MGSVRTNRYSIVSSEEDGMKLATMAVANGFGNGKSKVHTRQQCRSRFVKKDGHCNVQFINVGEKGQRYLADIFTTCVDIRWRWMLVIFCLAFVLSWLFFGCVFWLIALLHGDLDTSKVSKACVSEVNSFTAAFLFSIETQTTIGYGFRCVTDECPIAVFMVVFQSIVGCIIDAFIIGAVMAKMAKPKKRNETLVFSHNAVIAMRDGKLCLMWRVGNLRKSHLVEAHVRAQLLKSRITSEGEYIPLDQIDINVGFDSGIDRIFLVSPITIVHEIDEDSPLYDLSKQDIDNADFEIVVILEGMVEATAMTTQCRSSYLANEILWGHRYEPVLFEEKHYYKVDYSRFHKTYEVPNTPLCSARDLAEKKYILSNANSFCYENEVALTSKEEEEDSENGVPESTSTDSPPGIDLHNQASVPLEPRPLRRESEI
KCNQ2 block: KCNQ2 channel blockers in CHO-K1 cells – cell-based, FluxOR thallium flux, B-score, primary screen (AID 2156) | B-score at 10 µM | 20 min; active compounds read low | O88943 | 310,000 compounds, 1.1% hits;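 active = fluorescence ratio B-score at most minus 3 library SDs, with starting brightness B-score within 2 library SDs, cut at about -5.5 in these data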
* marks the source's active call; other numbers are inactive results; i = inactive.

Sample of the layout (six entries):
| molecule | Kir21 inh | KCNQ2 block |
| --- | --- | --- |
| COc1ccc(-c2csc(NC(=O)Cc3ccccc3F)n2)cc1OC | -1.8 | i |
| COc1ccc(-n2c(C)c(C)c3c(N)ncnc32)cc1 | -1.1 | i |
| CN1CCN(c2ccc(NC(=O)c3ccc(-c4ccc(Br)cc4)o3)cc2)CC1 | -0.08 | i |
| COc1ccc(/C=N/Nc2ccc([N+](=O)[O-])cc2)cc1O | -0.65 | i |
| COc1cc(/C=C2/C(=N)N3N=C(CC(=O)N4CCOCC4)SC3=NC2=O)ccc1OCc1ccccc1 | 1.8 | i |
| O=C1CCC/C(=N\NC(=O)COc2ccc(Cl)cc2)C1 | 1.3 | i |

This part in full, previewed entries included:
| molecule | Kir21 inh | KCNQ2 block |
| --- | --- | --- |
| COc1ccc(-c2csc(NC(=O)Cc3ccccc3F)n2)cc1OC | -1.8 | i |
| COc1ccc(-n2c(C)c(C)c3c(N)ncnc32)cc1 | -1.1 | i |
| CN1CCN(c2ccc(NC(=O)c3ccc(-c4ccc(Br)cc4)o3)cc2)CC1 | -0.08 | i |
| COc1ccc(/C=N/Nc2ccc([N+](=O)[O-])cc2)cc1O | -0.65 | i |
| COc1cc(/C=C2/C(=N)N3N=C(CC(=O)N4CCOCC4)SC3=NC2=O)ccc1OCc1ccccc1 | 1.8 | i |
| O=C1CCC/C(=N\NC(=O)COc2ccc(Cl)cc2)C1 | 1.3 | i |
| O=C(CCCN=C1NS(=O)(=O)c2ccccc21)OCC(=O)c1ccc(Br)cc1 | 0.64 | i |
| COc1ccc(C(O)c2nc3ccccc3n2C(C)C)cc1 (stereo unspecified) | -1.3 | i |
| Cc1ccc(S(=O)(=O)NC(=O)NC(C)(C)C)cc1 | 0.92 | i |
| CCCS(=O)(=O)N1CCC(C(=O)N2CCOCC2)CC1 | 0.05 | i |
| Cc1c(=O)n(OCc2cccc(F)c2)c2ccccc2[n+]1[O-] | -0.59 | i |
| COc1ccc(-c2nnc(-c3cccnc3)o2)cc1 | -2.2 | i |
| CCC1=[N+]([O-])C(C)(/C(C)=N\O)N(O)C1(C)C (stereo unspecified) | 0 | i |
| C=CCOc1ccc(C2C(C(=O)c3ccc(C)o3)=C(O)C(=O)N2Cc2cccnc2)cc1 (stereo unspecified) | -1.4 | i |
| O=c1oc2cc(Cl)ccc2n1CSc1nc2ccccc2s1 | 1.8 | i |
| Cc1cccc(CSC(=N)N)c1 | -1.1 | i |
| COC(=O)CCC(=O)N1CCCC(N2CCN(c3ccc(OC)cc3)CC2)C1 (stereo unspecified) | -0.01 | i |
| Fc1ccccc1N1CCN(Cc2cnc(Cl)s2)CC1 | -2.1 | i |
| N#C/C(=C\c1ccc(N2CCCCC2)o1)C(=O)Nc1cccc(Br)c1 | -1.5 | i |
| Cn1c(=O)n(C)c2cc(/C=N/NC(=O)c3ccc(Cl)cc3)ccc21 | 1.3 | i |
| COc1ccc(CC(NC(C)=O)C(=O)N2CCN(C(=O)N(C(C)C)C(C)C)CC2)cc1 (stereo unspecified) | -0.03 | i |
| CC(=O)Nc1ccc(S(=O)(=O)Nc2nnc(CC(C)(C)C)s2)cc1 | 0.11 | i |
| COc1ccc(-c2nnc(NC(=O)c3ccc(F)cc3)o2)cc1 | 0.4 | i |
| CC1CCCC/C1=N\NC(=S)Nc1cccnc1 (stereo unspecified) | 0.43 | i |
| C/C(=N\NC(=O)c1cc(C)[nH]n1)C(C)(C)C | 0.02 | i |
| CCOC(=O)C(Cc1ccccc1)NC(=O)CCC(=O)c1ccc(OC)cc1 (stereo unspecified) | 0.03 | i |
| O=C(NN1C(=O)c2ccccc2C1=O)c1ccc2c(c1)C(=O)N(CC1CCCO1)C2=O (stereo unspecified) | 2.2 | i |
| Cn1nnnc1SCCNCc1ccccc1OCc1ccc(F)cc1 | -2.5 | i |
| O=C(O)CCc1ccc(-c2cccs2)n1CC(=O)Nc1ccccc1C(F)(F)F | 1.5 | i |
| O=C(O)c1ccc(N=Cc2c(O)ccc3oc4c(c23)CCCC4)cc1 | -0.21 | i |
| CN1CCN(NC(=S)Nc2ccc(OC(F)F)cc2)CC1 | -0.92 | i |
| Cc1c(NC(=O)CSc2nccn2C)c(=O)n(-c2ccccc2)n1C | -0.16 | i |
| CCCC(=O)Nc1c2c(nn1-c1cccc(Cl)c1)CS(=O)(=O)C2 | 0.27 | i |
| Cc1ccsc1/C=N/n1c(-c2cccnc2)n[nH]c1=S | -0.51 | i |
| CCCCNc1nc2ccccc2n1CC(=O)Nc1ccc2c(c1)OCCO2 | -1.6 | i |
| Cc1cc(/C=C2\C(=N)N3C(SCc4ccccc4)=NSC3=NC2=O)c(C)n1Cc1ccccc1 | -0.86 | i |
| Cc1ccc(C2CC(c3ccc(Br)cc3)=NN2C(=O)CSC2=NN3CCCC(=O)N=C3S2)cc1 (stereo unspecified) | 0.01 | i |
| Cc1ccc(SC(C)C(=O)Nc2c(C)n(C)n(-c3ccccc3)c2=O)cc1 (stereo unspecified) | 0.62 | i |
| CNc1nc(N)c(C(=O)C(C)(C)C)s1 | -0.7 | i |
| Cc1cnc(NC(=O)COc2ccccc2Cl)s1 | -1.6 | i |
| CCc1nc(SCc2cccnc2)c2c(=O)n(C)c(=O)n(C)c2n1 | -1.9 | i |
| O=c1[nH]n(-c2cccc(Cl)c2)c2ncccc12 | 0.06 | i |
| COc1ccc(CNC(=O)CC23CC4CC(CC(C4)C2)C3)cc1OC | -2.7 | i |
| Cc1nc2oc3ccccc3c(=O)c2cc1C(=O)O | -0.88 | i |
| COCCN(C(=O)COC(=O)CC(C)c1ccccc1)c1c(N)n(Cc2ccccc2)c(=O)[nH]c1=O (stereo unspecified) | 1.1 | i |
| COc1ccc(S(=O)(=O)N2CCC(C(=O)OCC(=O)c3ccccc3)CC2)cc1[N+](=O)[O-] | 1.2 | i |
| O=C(NCc1ccncc1)c1cc(-c2ccc(Cl)cc2)oc1C(F)(F)F | -0.05 | i |
| OC(CN1CCCCC1)Cn1c2ccccc2c2ccccc21 (stereo unspecified) | 1.2 | i |
| CCN1CCN(C(=S)Nc2ccc(Cl)cc2Cl)CC1 | -1.1 | i |
| O=C(Nc1nnc(C(F)(F)F)s1)c1cccnc1 | -1.1 | i |
| S=C(Nc1cccc(Cl)c1Cl)N1CCC2(CC1)OCCO2 | 0.09 | i |
| COC(=O)c1sccc1NC(=O)COc1ccc(F)cc1Cl | 1.6 | i |
| CN1CCN(S(=O)(=O)c2cccc(C(=O)Nc3sc4c(c3C(N)=O)CCCC4)c2)CC1 | -0.01 | i |
| CCOC(=O)c1c(NC(=O)CSc2ncn[nH]2)sc(C)c1C | 0.44 | i |
| CCOc1cccc(N2C(=O)CC(N(CCc3ccc(OC)c(OC)c3)C(=O)CC)C2=O)c1 (stereo unspecified) | -3.3 | i |
| O=C(c1cc2cc(F)ccc2[nH]1)N1CCc2ccccc2C1 | 1.8 | i |

The list continues:
| molecule | Kir21 inh | KCNQ2 block |
| --- | --- | --- |
| C=CCNC(=O)COc1coc(CN2CCN(Cc3ccccc3)CC2)cc1=O | 0.45 | i |
| COC(=O)Cn1ncc2c(C)n(Cc3ccccc3)c(C)c2c1=O | -0.93 | i |
| O=C(c1cc2cc(Cl)ccc2oc1=O)N1CCCCCCC1 | 0 | i |
| COc1ccc(NC(=O)Nc2ccc3c(c2)OCO3)c(C)c1 | 0.86 | i |
| CCOc1ccc(C(CC(=O)O)NC(=O)C23CC4CC(CC(C4)C2)C3)cc1OC (stereo unspecified) | -0.17 | i |
| CCOC(=O)c1cc(CC)sc1NC(=O)c1ccc(N2C(=O)CCC2=O)cc1 | 0.35 | i |
| Cc1ccc(CNC(=O)CS(=O)Cc2nc(-c3ccccc3F)oc2C)cc1 (stereo unspecified) | 2 | i |
| COc1ccc(NC(=O)OC(CN2CCCCC2)C(F)(F)F)cc1 (stereo unspecified) | 0.81 | i |
| COCCn1ccc2c(OCC(=O)Nc3cc(OC)ccc3OC)cccc2c1=O | -0.99 | i |
| Cc1ccccc1OCC(=O)OCC(=O)NCC1CCCO1 (stereo unspecified) | 0.67 | i |
| Cc1cccc(NC(=O)c2cc(-c3ccc(C)s3)nc3ccccc23)n1 | 0.18 | -7.5* |
| Cc1cc(C)n(CC(O)COc2ccc3ccccc3c2)n1 (stereo unspecified) | 2.9 | i |
| CC(NC(=O)c1ccc(OC2CCN(Cc3ccccn3)CC2)cc1)c1nccs1 (stereo unspecified) | -0.4 | i |
| CCN(CC)C(=O)Cn1cc(S(=O)(=O)CC(=O)Nc2ccccc2C)c2ccccc21 | 0.04 | i |
| CC(C)N1CCc2c(sc(NC(=O)CCS(=O)(=O)c3ccccc3)c2C(N)=O)C1 | -1.5 | i |
| COc1ccc(CCNC(=O)c2sc(=S)n(C)c2N)cc1 | 0.97 | i |
| CC(C)c1ccc(/C=c2\sc3nc(-c4ccncc4)nn3c2=O)cc1 | 0.03 | i |
| Cc1ccc(NC(=O)CN2CCC(NC(=O)Cc3ccccc3)CC2)cc1C | 0.01 | i |
| CSc1ncccc1C(=O)NNc1cc(Cl)ccc1Cl | -1.7 | i |
| Cc1cc(NC(=O)c2ccc([N+](=O)[O-])o2)ccc1NC(=O)c1ccco1 | -0.18 | i |
| CC(C)C(NS(=O)(=O)c1cccc2nsnc12)C(=O)NC1CCCCC1 (stereo unspecified) | 0.01 | i |
| Cc1ccc(NC(=O)c2ccc(Cl)c(S(=O)(=O)NCC3CCCO3)c2)c(O)c1 (stereo unspecified) | -2.2 | i |
| Cc1ccc(N(Cc2cc3ccc(C)cc3[nH]c2=O)C(=O)c2ccco2)cc1 | 2.8 | i |
| COC(=O)[C@H](Cc1ccccc1)NC(=O)NCc1ccccc1 | -0.94 | i |
| COc1ccc(-c2c(NC(=O)c3ccco3)oc3ccc(Cl)cc3c2=O)cc1 | 2.2 | i |
| O=S(=O)(NCc1cn2ccccc2n1)c1ccccc1F | -0.58 | i |
| O=C(CCN1C(=O)/C(=C\c2ccc(F)cc2)SC1=S)Nc1ccc(O)cc1 | -0.36 | i |
| COCCN(C(=S)Nc1ccccc1OC)C1CCN(C(C)=O)CC1 | 0.75 | i |
| Cc1c(Br)c(C(N)=O)nn1C | 1.3 | i |
| Cc1noc(C)c1COc1ccc(C(=O)NCCc2ccccn2)cc1 | 1 | i |
| NC(=O)C(c1ccc(Br)cc1)c1ccc(C(=O)c2ccccc2)cc1 (stereo unspecified) | -0.27 | i |
| Cc1n[nH]c(C)c1CCOc1ccc(C(C)C)cc1 | 1.7 | i |
| COCCNC(=O)C(=O)Nc1cc2c3c(c1)CCC(=O)N3CCC2 | -0.9 | i |
| O=C(Cc1cccc2ccccc12)NC(NC(=S)Nc1ccccc1Cl)C(Cl)(Cl)Cl (stereo unspecified) | 0.38 | i |
| Cc1ccc2cc(NC(=O)c3cccc(F)c3)ccc2n1 | 0.01 | i |
| CN1CCN(Cc2coc3c(Cl)cc(Cl)cc3c2=O)CC1 | -0.27 | i |
| CN1C(=O)/C(=C/c2cc3c(cc2Br)OCO3)NC1=S | 0.78 | i |
| COc1ccc(NC(=O)CN2CCN(c3ccccc3C)CC2)cc1 | 0.86 | i |
| CCc1ccc(N(C(=O)Cc2cccs2)C(C(=O)NC2CCCCC2)c2cn(C)nc2C)cc1 (stereo unspecified) | -0.27 | i |
| Brc1ccc(-c2nn3c(-c4ccco4)nnc3s2)o1 | -0.11 | i |
| CCn1cnc2c1c(=O)n(CC(=O)NN)c(=O)n2Cc1ccccc1 | -0.29 | i |
| CCOC(=O)N1CCc2c(sc3c2c(=O)n(Cc2ccccc2)c(=O)n3CC(=O)NCCOC)C1 | -1 | i |
| CC1CCCCN1CCNS(=O)(=O)c1ccc2c(c1)oc(=O)n2C (stereo unspecified) | 2.7 | i |
| Oc1c(Br)cc(Br)cc1CNc1cnc2ccccc2c1 | -0.28 | i |
| COc1ccccc1OCCNC(=O)c1cc([N+](=O)[O-])cc([N+](=O)[O-])c1 | -0.82 | i |
| CC(=O)NC(Cc1ccccc1)C(=O)NC1CCN(c2ncccc2[N+](=O)[O-])CC1 (stereo unspecified) | 0.92 | i |
| CCCCN(C(=O)C(C)Oc1cccc(Cl)c1)c1c(N)n(CCC)c(=O)[nH]c1=O (stereo unspecified) | 1.6 | i |
| Cc1cccc(C)c1-n1c(C)nn(CCOc2ccccc2)c1=O | 0.7 | i |
| CCOC(=O)CSc1nc2sc3c(c2c(=O)[nH]1)CC(C)(C)OC3 | 1.4 | i |
| CC(=O)Nc1ccc(C(=O)CSc2ncn(-c3ccccc3)n2)cc1 | -0.91 | i |
| CCSc1ccccc1C(=O)Nc1cc(C)on1 | -1.2 | i |
| CCOc1ccc2[nH]c(=O)c(CN(CCO)C(=O)c3ccccc3F)cc2c1 | -1.8 | i |
| COc1ccc(C(=O)Nn2c(C)nnc2-n2nc(C)cc2C)cc1OC | 0.67 | i |
| Cc1cccc(OC(C)C(=O)N2CCN(Cc3ccc4c(c3)OCO4)CC2)c1 (stereo unspecified) | -0.1 | i |
| CCc1[nH]nc2c1C(c1ccncc1)C(C#N)=C(N)O2 (stereo unspecified) | -0.16 | i |
| Cc1ccc(Nc2nc(N)nc(CN3CCCCCC3)n2)cc1 | -0.67 | i |

Other entries:
| molecule | Kir21 inh | KCNQ2 block |
| --- | --- | --- |
| Cc1ncc(CO)c(/C=N/NC(=S)Nc2ccc(C(C)C)cc2)c1O | 2.5 | i |
| Cc1cc(C(=O)NC2CCCCCCC2)ccc1[N+](=O)[O-] | 0.18 | i |
| CCCC(=O)Nc1nc(-c2ccccc2)c(CC)s1 | 0 | i |
| CCOC(=O)c1c(NC(=O)COc2cccc3c2CCN(CC)C3=O)sc2c1CCC2 | 2.1 | i |
| CC(C)CNc1oc(-c2ccc(F)cc2)nc1C#N | 1.5 | i |
| COc1ccccc1NC(=O)c1cc2cc(Br)ccc2oc1=N | -0.01 | i |
